G6PDH CS: L. mesenteroides G6PDH inhibition counter-screen; AID 1020; Purified L. mesenteroides G6PDH, diaphorase/resazurin coupled fluorescence, 45 min; 0.12% of 200,000 active; inhibition, % at 5 µM; in the data active means inhibition above about 50%
NF-kB expr up: raises NF-kB expression in human neuronal cells | fold change at 12.5 µM | AID 1239 | NF-kB reporter expression; hits give high values | 1.6% of 190,000 active; in the data active means fold change above about 3.3
Efa HMGR inh: inhibitors of class II HMG-CoA reductase from Enterococcus faecalis; purified E. faecalis HMGR, NADPH absorbance 340 nm kinetic; inhibition, % at 10 µM; 0.41% of 190,000 active;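 active means inhibition above a set limit, the median over all tested compounds plus 3 SD, cut at about 9.5% in these data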;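 further: enzyme runs in reverse so mevalonate oxidation gives rising NADPH absorbance; 0% = complete reaction with DMSO and 100% = background rate lacking mevalonate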
DTT redox prof: compounds producing H2O2 with reducing agent – biochemical, NIH compound library profiling, artefact control for MLSCN library redox annotation, primary screen. DTT-dependent redox cycling H2O2, phenol red/HRP absorbance; 100% = 100 µM peroxide control, 0% = buffer. activation, % at 10 µM. 0.03% of 200,000 active. AID 878;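 active means activation of at least 50% relative to the plate's high and low controls in the primary single-dose screen; inactive means activation below 50%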;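 further: compound incubated with DTT at 0.8 mM final as the reducing agent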
STAT1 activator: activators of IFN-gamma induced STAT1 signaling. NIH 3T3 STAT1-luciferase reporter, luminescence; 100% = IFN-gamma alone, no compound. activation (% of control), % at 5.5 µM. 2.6% of 200,000 active;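 active means activation above the screen-wide mean activation plus 3 SD, cut at about 130% in these data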;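 further: raw ratio to IFN-gamma control signal so 100% means no change and 0% no light; values of inactives mirror those of a sister screen read the other way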
APP 5'UTR act: activates APP 5'UTR luciferase reporter; SH-SY5Y APP 5'UTR luciferase reporter, luminescence; zero percent = DMSO vehicle wells; activation, % at 2 µM; 1% of 190,000 active; AID 1276;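 active means activation above a set limit, based on mean plus 3 SD of controls, cut at about 140% in these data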; further: values of inactives mirror those of a sister screen read the other way
FLuc inhib CS: counter-screen for luciferase assay inhibitors: firefly luciferase inhibition; 1.5% of 200,000 active; inhibition, % at 10 µM; P08659; ATPLite firefly luciferase biochemical luminescence, 10 min; AID 1006;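 active means inhibition above about 50% when tested at 10 µM, limit read from the data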
Target sequence (P08659 whole entry, looked up): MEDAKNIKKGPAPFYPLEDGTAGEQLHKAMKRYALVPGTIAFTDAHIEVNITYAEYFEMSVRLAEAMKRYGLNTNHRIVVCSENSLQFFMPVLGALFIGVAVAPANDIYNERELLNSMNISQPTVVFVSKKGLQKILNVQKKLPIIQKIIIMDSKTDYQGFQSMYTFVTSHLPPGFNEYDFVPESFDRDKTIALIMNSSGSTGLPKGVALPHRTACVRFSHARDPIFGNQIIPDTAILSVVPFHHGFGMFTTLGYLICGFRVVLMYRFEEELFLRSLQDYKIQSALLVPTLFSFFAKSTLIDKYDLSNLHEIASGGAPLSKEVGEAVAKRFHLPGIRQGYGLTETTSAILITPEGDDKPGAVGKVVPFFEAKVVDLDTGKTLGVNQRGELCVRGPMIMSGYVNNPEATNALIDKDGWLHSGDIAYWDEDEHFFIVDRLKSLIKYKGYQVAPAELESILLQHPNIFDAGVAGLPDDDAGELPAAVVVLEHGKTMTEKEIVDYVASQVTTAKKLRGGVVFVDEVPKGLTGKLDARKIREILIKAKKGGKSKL
Hsp70 activator: Hsp70 transcriptional activation, primary screen | 0.04% of 200,000 active | activation, % at 10 µM | HeLa Hsp70 promoter luciferase reporter, luminescence; scaled: vehicle 0, proteasome-inhibitor control 100%;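 active means activation above the mean across all tested compounds plus 3 SD, cutoff set per campaign, cut at about 5.5% in these data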;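 further: 100% = MG132 at 30 µM as the positive control and 0% = DMSO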
FLuc act counter: affects firefly luciferase, flagging false hits in luciferase stimulation screens. P08659. 200,000 tested, under 10 active. AID 1027. ATPlite luciferase biochemical, luminescence, 10 min; 0 = ATP-free wells, 1 = DMSO control. activation factor at 10 µM;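 active means luciferase activation factor, scaled between plate controls, of at least 2 with compound at 10 µM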
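test system = cell-free luciferase reagent | medium = PBS as buffer for the ATP substrate | dosing = test compounds dosed from 2 mM stocks in 100% DMSO | incubation = 10 min at ambient temperature | detection = luminescence measurement of luciferase light output | benchmarks = low control with PBS replacing ATP, high control enzyme plus ATP without compound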
APP transl inh: APP translation inhibition; SH-SY5Y APP 5'UTR-luciferase reporter, luminescence; inhibition, % at 2 µM; 0.82% of 190,000 active;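 active means inhibition above a set limit, derived from the sample mean plus 3 SD, cut at about 45% in these data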; further: values of inactives mirror those of a sister screen read the other way
* marks the source's active call; other numbers are inactive results; . = no result given.

SMILES | G6PDH CS | NF-kB expr up | Efa HMGR inh | DTT redox prof | STAT1 activator | APP 5'UTR act | FLuc inhib CS | Hsp70 activator | FLuc act counter | APP transl inh
Cc1cc(/C=C\c2nc(O)c([N+](=O)[O-])c(=O)[nH]2)c(C)n1-c1ccccc1 | -4 | 1.3 | -8 | -1.8 | 102 | -3 | 44 | 0.1 | 0.6 | 2
COc1ccc(-c2nc(CC(=O)O)cs2)cc1OC | 2 | 1 | -7 | 0.2 | 104 | -5 | -4 | -0.5 | 1 | 5
CC(C)CN1C(=O)c2ccc(NC(=O)c3ccccc3F)cc2C1=O | 8 | 1.4 | -6 | 0.6 | 119 | 0 | 3 | -0.1 | 1 | 0
CN(C)CCOc1cccc(Cl)c1 | 2 | 1.2 | -2 | -0.6 | 93 | -6 | -6 | 0.0 | 1.1 | 6
Oc1ccccc1N1CCN(C(=S)NCCc2ccccc2)CC1 | -14 | 1.1 | 3 | -0.2 | 107 | -7 | -5 | 0.0 | 1.1 | 7
CCS(=O)c1ccccc1C(=O)O (stereo unspecified) | 13 | 1.1 | 0 | 2.2 | 103 | 0 | 1 | -0.2 | 1 | 0
O=C(CN(C(=O)Cn1nnc(-c2cccs2)n1)c1ccc2c(c1)OCCO2)NCc1ccccc1 | -1 | 1 | -11 | 2.7 | 100 | 0 | 0 | -0.4 | 1 | 0
NC(=O)C1=C[C@H](c2csc3ccccc23)C[C@H](OCCCCO)O1 | 18 | 0.91 | -2 | -0.8 | 109 | 3 | -2 | 0.5 | 1 | -3
CC(C)(C)C(=O)Nc1ccccc1C(=O)Nc1ccncc1 | 2 | 1.2 | -4 | -1.4 | 96 | 12 | -7 | -0.2 | 1.1 | -12
O=C(NCc1cccnc1)c1ccccc1-c1ccccc1 | -3 | 0.95 | 5 | -0.6 | 102 | -3 | -5 | -0.1 | 1 | 3
CC(=O)N1CCc2[nH]c3ccccc3c2C1 | 7 | 1.2 | -7 | -1.3 | 100 | 7 | -4 | 0.2 | 1 | -7
COc1ccc(/C=C/C(=O)Nc2ccc(OC)cc2[N+](=O)[O-])cc1 | -28 | 1.2 | -2 | 1.2 | 97 | 7 | 2 | 0.0 | 1 | -7
Cc1cc(C(C)(C)C)oc1C(=O)Nc1ccc(CC(=O)O)cc1 | 11 | 0.94 | -4 | -0.6 | 97 | -14 | -2 | -0.2 | 1 | 14
Cc1ccc(-c2nc3cccnc3s2)cc1NS(=O)(=O)c1ccc2c(c1)OCCO2 | -11 | 0.96 | -8 | -1.0 | 105 | 0 | -5 | -0.1 | 1.1 | 0
CN(C)S(=O)(=O)c1ccc2c(c1)nc(CCC(=O)NCC1CCCCC1)n2C | -6 | 1 | -7 | 1.5 | 106 | -11 | -6 | 0.1 | 1.1 | 11
O=C(NCCc1c[nH]c2ccccc12)/C(=C/c1cccnc1)NC(=O)c1cccs1 | 6 | 0.85 | 0 | 0.0 | 104 | -12 | -6 | -0.1 | 1.1 | 12
CCCc1[nH]nc2c1C(c1ccncc1)C(C#N)=C(N)O2 (stereo unspecified) | 14 | 0.96 | -6 | -1.6 | 102 | 5 | -2 | -0.3 | 1 | -5
Cn1c(N)c(C(=O)COC(=O)C23CC4CC(CC(C4)C2)C3)c(=O)n(C)c1=O | 9 | 0.6 | -1 | 0.2 | 103 | 4 | -4 | 0.2 | 1 | -4
Cc1ccc(SCCCCN2CCNCC2)cc1 | 3 | 1.1 | -5 | -0.2 | 110 | 24 | -1 | -0.1 | 1 | -24
Cc1nn(-c2ccccc2)c(Cl)c1C(=O)Nc1ccccc1 | 2 | 1.7 | 1 | -5.3 | 107 | 4 | 3 | 0.0 | 1 | -4
CCCSc1nnc2c(n1)OC(c1cccn1C)N(C(C)=O)c1ccccc1-2 (stereo unspecified) | 0 | 1.1 | 2 | 1.3 | 103 | 1 | -7 | -0.1 | 1.1 | -1
O=C(Nc1cccc(Cl)c1)N1CCCC1 | 10 | 1.4 | -1 | 0.3 | 100 | 10 | -7 | -0.1 | 1.1 | -10
O=C(Nc1nnc(COc2ccc(Cl)cc2)s1)c1ccc([N+](=O)[O-])cc1 | 4 | 1.1 | -2 | 1.0 | 99 | -10 | -8 | -0.1 | 1.1 | 10
COc1ccc(N(C)C(=O)c2ccc3nc(-c4ccccc4)c(-c4ccccc4)nc3c2)cc1 | -2 | 0.95 | -2 | 1.6 | 101 | 10 | -8 | -0.4 | 1.1 | -10
O=C(Nc1cnn(Cc2ccc(Cl)c(Cl)c2)c1)c1nc2ncccn2n1 | 0 | 0.96 | -1 | 0.4 | 84 | 4 | -8 | 0.5 | 1.1 | -4

Ordered by count of non-hydrogen atoms (highest first): some entries from above
SMILES | G6PDH CS | NF-kB expr up | Efa HMGR inh | DTT redox prof | STAT1 activator | APP 5'UTR act | FLuc inhib CS | Hsp70 activator | FLuc act counter | APP transl inh
COc1ccc(N(C)C(=O)c2ccc3nc(-c4ccccc4)c(-c4ccccc4)nc3c2)cc1 | -2 | 0.95 | -2 | 1.6 | 101 | 10 | -8 | -0.4 | 1.1 | -10
Cc1ccc(-c2nc3cccnc3s2)cc1NS(=O)(=O)c1ccc2c(c1)OCCO2 | -11 | 0.96 | -8 | -1.0 | 105 | 0 | -5 | -0.1 | 1.1 | 0
Cc1cc(/C=C\c2nc(O)c([N+](=O)[O-])c(=O)[nH]2)c(C)n1-c1ccccc1 | -4 | 1.3 | -8 | -1.8 | 102 | -3 | 44 | 0.1 | 0.6 | 2
CC(C)CN1C(=O)c2ccc(NC(=O)c3ccccc3F)cc2C1=O | 8 | 1.4 | -6 | 0.6 | 119 | 0 | 3 | -0.1 | 1 | 0
NC(=O)C1=C[C@H](c2csc3ccccc23)C[C@H](OCCCCO)O1 | 18 | 0.91 | -2 | -0.8 | 109 | 3 | -2 | 0.5 | 1 | -3
Cc1cc(C(C)(C)C)oc1C(=O)Nc1ccc(CC(=O)O)cc1 | 11 | 0.94 | -4 | -0.6 | 97 | -14 | -2 | -0.2 | 1 | 14
CCCc1[nH]nc2c1C(c1ccncc1)C(C#N)=C(N)O2 (stereo unspecified) | 14 | 0.96 | -6 | -1.6 | 102 | 5 | -2 | -0.3 | 1 | -5
Cc1ccc(SCCCCN2CCNCC2)cc1 | 3 | 1.1 | -5 | -0.2 | 110 | 24 | -1 | -0.1 | 1 | -24
O=C(Nc1cccc(Cl)c1)N1CCCC1 | 10 | 1.4 | -1 | 0.3 | 100 | 10 | -7 | -0.1 | 1.1 | -10

Additional results follow.
SMILES | G6PDH CS | NF-kB expr up | Efa HMGR inh | DTT redox prof | STAT1 activator | APP 5'UTR act | FLuc inhib CS | Hsp70 activator | FLuc act counter | APP transl inh
CC(=O)c1c(C)nc2ccccn12 | -2 | 1.3 | 3 | -1.6 | 95 | 11 | -6 | -0.1 | 1.1 | -11
CC1CCCC(C)N1/N=C/c1cc(Br)c(O)c(Br)c1 (stereo unspecified) | 7 | 1 | -2 | 1.9 | 103 | -5 | -3 | -0.4 | 1 | 5
CCN(CC)CCOC(=O)c1c(C)oc2ccc(OC)cc12 | 1 | 1.1 | -5 | 1.9 | 100 | 18 | -5 | -0.3 | 1 | -18
Cc1c(NC(=O)c2ccc(N3CCCC3)c([N+](=O)[O-])c2)cccc1-c1nc2ccccc2s1 | -6 | 1.1 | 6 | -0.1 | 104 | -3 | 12 | 0.4 | 0.9 | 3
Cc1cc(NC(=O)Nc2ccc(F)cc2F)n(C)n1 | 11 | 1.4 | -1 | -1.2 | 92 | -6 | -1 | -0.3 | 1 | 6
N#C/C(=C\c1ccc(Cl)s1)C(=O)N1CCN(c2ccccc2)CC1 | 4 | 1.2 | 0 | 0.3 | 100 | 11 | -2 | -0.6 | 1 | -11
CCOC(=O)c1cc(NC(=O)NCc2ccco2)c(C)nc1C | 8 | 1.1 | 0 | 4.1 | 99 | -9 | -8 | -0.2 | 1.1 | 9
O=C(Nc1ccc2snnc2c1)N1CCOCC1 | 0 | 1.2 | -1 | 1.0 | 100 | -19 | -6 | -0.1 | 1.1 | 19
COC(=O)c1cc(OC)c(OC)cc1NC(=S)N1CCCCC1 | 0 | 1.3 | -7 | 0.2 | 99 | -4 | -5 | 0.5 | 1.1 | 4
CCc1c(C)nc2c(OC)cccc2c1Cl | 8 | 1.2 | -3 | -0.9 | 108 | 4 | 4 | -0.1 | 1 | -4
CCCN(C(=O)Cn1ncc2c(=O)oc3ccccc3c21)c1cccc(C)c1 | 0 | 0.8 | -7 | -0.2 | 98 | 18 | -2 | -0.2 | 1 | -18
CCCCN(CC)Cc1ccc(CNC(=S)Nc2cccc(F)c2)o1 | 10 | 0.8 | 0 | 0.4 | 99 | 8 | 7 | -0.1 | 0.9 | -8
CCC(C)/C=C/C1=CC2=C(Cl)C(=O)C3(C)OC(=O)C(C(=O)C(C)C(C)O)C3C2=CO1 (stereo unspecified) | 10 | 0.53 | 2 | 0.4 | 91 | -3 | -1 | -0.2 | 1 | 3
Cc1cc(C=O)c(C)n1-c1ccc(Oc2ccc([N+](=O)[O-])cn2)cc1 | -3 | 0.78 | -3 | 0.2 | 97 | -14 | 0 | -0.4 | 1 | 14
COc1ccc(S(=O)(=O)N2CCC(C(=O)N3CCC(C(N)=O)CC3)CC2)cc1Cl | 10 | 1.2 | -1 | -0.7 | 104 | -1 | -3 | -0.2 | 1 | 1
COc1ccc(CCNC(=O)c2cn3ccc(C)cc3n2)cc1OC | -3 | 1.1 | -3 | -0.5 | 100 | -6 | -7 | -0.1 | 1.1 | 6
COc1ccc(N2CCN(C(=O)c3cn(C4CCCC4)c(=O)c4c3c3ccccc3n4C)CC2)cc1 | -4 | 0.39 | 1 | -0.4 | 104 | -7 | -7 | -0.3 | 1.1 | 7
Cc1csc(N(C(=O)Cc2ccccc2F)c2ccccc2)n1 | -7 | 2.5 | 3 | 0.2 | 98 | -16 | -4 | -0.3 | 1 | 16
Cc1ccc2nc(NC(=O)C3CCCN3C(=O)OC(C)(C)C)sc2c1 (stereo unspecified) | -2 | 1.3 | -4 | 0.3 | 109 | 3 | -4 | -0.1 | 1 | -3
COc1ccccc1CNC(=O)c1ccc(OCc2c(C)noc2C)c(OC)c1 | 1 | 1.2 | 1 | 0.5 | 102 | -18 | 0 | 0.0 | 1 | 18
OC(C#CCN1CCOCC1)c1cccs1 (stereo unspecified) | 16 | 1.1 | 0 | -0.1 | 101 | 11 | -2 | 0.0 | 1 | -11
C#C[C@]1(O)CC[C@H]2[C@@H]3CCc4cc(OC5CCCC5)ccc4[C@H]3CC[C@@]21C | 3 | . | 7 | . | . | 9 | -5 | 0.0 | 1 | -9
CC(=O)Nc1ccc(S(=O)(=O)Nc2nc3ccccc3nc2Nc2ccc(S(N)(=O)=O)cc2)cc1 | 2 | 1 | -11 | 0.2 | 99 | 3 | -1 | -0.4 | 1 | -3
CC(C)CC(C(=O)N1CCc2ccccc2C1)N1C(=O)c2ccccc2C1=O (stereo unspecified) | 1 | 0.83 | 0 | -0.2 | 91 | -13 | -9 | 0.1 | 1.1 | 13
Cc1ccc(/C(C#N)=C\c2cn(C)c3ccccc23)cc1 | -32 | 1.9 | 0 | 0.7 | 112 | -4 | -3 | 0.1 | 1 | 4
CC(C)CC1=NN2C(=N)/C(=C\c3coc4ccccc4c3=O)C(=O)N=C2S1 | 0 | 1.2 | -4 | -0.6 | 102 | 9 | 3 | -0.1 | 1 | -9
CSc1ccccc1-c1n[nH]c(=S)o1 | -5 | 1.2 | -4 | -0.8 | 103 | 10 | -2 | 0.5 | 1 | -10

Source: PubChem BioAssay (several laboratories)
